# High-throughput results from PubChem BioAssay.
# ASAP1 inh: ASAP1 ArfGAP inhibition; AID 624377; actives 0.19% (n = 360,000); Q9ULH1; ASAP1-stimulated ARF1 GTP hydrolysis, GDP FP detection; inhibition, % at 16.5 µM; in the data active = inhibition above about 25%;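 note: 0% = vehicle with enzyme and substrate and 100% = no enzyme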
# HGIII-sPLA2 inh: Blocks human group III sPLA2 activity; inhibition, % at 12.2 µM; AID 743126; Q9NZ20; QFRET BODIPY PC-A2 liposome hydrolysis, fluorescence; actives 0.56% (n = 370,000);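 active = inhibition above mean plus 3 SD of compounds lying within the high and low control bounds, cut at about 19% in these data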;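 note: 0% = median of test compound wells and 100% = no enzyme DMSO wells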
# Target sequence (Q9NZ20 whole entry, looked up): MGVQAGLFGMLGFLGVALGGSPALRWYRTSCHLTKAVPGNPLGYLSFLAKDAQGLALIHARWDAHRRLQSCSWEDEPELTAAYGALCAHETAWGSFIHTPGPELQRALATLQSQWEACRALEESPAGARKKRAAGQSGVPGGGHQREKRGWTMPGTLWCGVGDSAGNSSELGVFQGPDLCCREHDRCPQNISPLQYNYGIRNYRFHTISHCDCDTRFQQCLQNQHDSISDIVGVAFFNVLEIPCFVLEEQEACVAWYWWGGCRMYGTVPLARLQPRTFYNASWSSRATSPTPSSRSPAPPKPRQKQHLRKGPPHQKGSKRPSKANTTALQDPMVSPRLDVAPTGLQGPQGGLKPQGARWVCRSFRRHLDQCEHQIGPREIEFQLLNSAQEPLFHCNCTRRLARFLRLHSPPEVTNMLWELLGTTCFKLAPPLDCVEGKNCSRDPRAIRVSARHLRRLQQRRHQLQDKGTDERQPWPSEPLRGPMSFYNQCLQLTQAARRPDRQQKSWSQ
# ADAM10 inh: inhibitors of human ADAM10. O14672. recombinant ADAM10, EDANS/DABCYL FRET peptide cleavage, 3 h. inhibition, % at 7 µM. actives 0.62% (n = 370,000);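 active = inhibition above a per-campaign cutoff equal to the mean of compounds falling between control-based bounds plus 3 SD, cut at about 20% in these data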;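 note: 0% = DMSO wells while the 100% control is not disclosed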
# ARFGAP1 inh: inhibits rat ARF GTPase activating protein 1 | Q62848 | Arfgap1-stimulated ARF1 GTP hydrolysis, GDP FP detection | inhibition, % at 16.5 µM | actives 0.26% (n = 360,000) | AID 651572;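 active = inhibition above a per-plate limit, mean inhibition of low control wells plus 3 SD, cut at about 25% in these data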;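 note: 0% = DMSO wells with enzyme and 100% = wells lacking Arfgap1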
# Target sequence (Q62848 1-136 limits assumed): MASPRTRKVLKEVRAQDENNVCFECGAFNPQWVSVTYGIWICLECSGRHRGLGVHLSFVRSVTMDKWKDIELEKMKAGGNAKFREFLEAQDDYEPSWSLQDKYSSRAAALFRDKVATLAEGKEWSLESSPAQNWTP
#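 Material – truncated rat Arfgap1 GAP domain · Buffer or medium – HEPES-based buffer, pH 7.5 · Reagent – human ARF1(Δ1-17)-GTP substrate · Dosing – 16.5 µM single point, 1.26% DMSO · Schedule – GTP hydrolysis reaction 2 h at 25 °C · Technique – GDP detection by fluorescence polarization · Benchmarks – No-Arfgap1 wells (100%) versus DMSO full-reaction wells (0%) · Repeats – single replicate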
# Tn6 DDE FP: disrupts Tn6 cyclic peptide binding to fibrin D-Dimer-E complex; Fibrin DD(E) TRITC-Tn6 fluorescence polarization displacement; AID 720509; inhibition, % at 8.3 µM; P02675; actives 0.21% (n = 370,000);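 active = inhibition above a per-campaign cutoff: mean of compounds within control limits plus 3 SD, cut at about 15% in these data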;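 note: 0% = median of all compound wells on the plate and 100% = blocking peptide control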
# rCAG binder: molecules binding r(CAG) RNA repeats; r(CAG) RNA repeat, TO-PRO-1 dye displacement fluorescence; inhibition, % at 3 µM; actives 1.3% (n = 370,000); AID 651821;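 active = inhibition above the plate cutoff, the mean of all test compounds on that plate plus 3 SD, cut at about 35% in these data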;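 note: 0% = DMSO alone and 100% = 100 µM mitoxantrone as full dye displacement; higher means more dye released from RNA so lower well fluorescence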
# GAA850 FXN act: frataxin GAA850 promoter activation | actives 0.56% (n = 360,000) | HEK293 lucGAA850 FXN promoter luciferase reporter, 24 h; percent of 10 µM SAHA response | AID 540364 | activation, % at 6 µM;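 active = activation above the average of all compounds screened plus 3 SD, cutoff fixed separately per campaign, cut at about 7.5% in these data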;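 note: 0% = DMSO wells and 100% = 10 µM SAHA wells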
# GC-B act: GC-B (human) receptor activation. P20594. HEK293-GC-B cells, CNP EC30, cGMP TR-FRET; 0% at EC30 CNP, 100% saturating CNP. activation, % at 10 µM. actives 0.11% (n = 370,000);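 active = activation at 10 µM reaching about 35% in either raw or pattern-adjusted values, limit read from the data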
# GC-A act: GC-A (human) enzyme activation | P16066 | AID 1671463 | HEK293 GC-A cells, cGMP TR-FRET, EC30 ANP; 0% at EC30 ANP, 100% saturating ANP | activation, % at 10 µM | actives 0.14% (n = 370,000); in the data active = activation above about 40%
# proKLK7 act: proKLK7 (human) activation, primary screen; activation, % at 7 µM; actives 0.9% (n = 370,000); AID 652039; purified proKLK7, EDANS-DABCYL substrate fluorescence; 100% is mature enzyme control, 0% vehicle;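 active = activation above the mean of all tested compounds plus 3 SD, computed per campaign excluding outliers beyond control limits, cut at about 13% in these data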
# Target sequence (P49862 whole entry, looked up): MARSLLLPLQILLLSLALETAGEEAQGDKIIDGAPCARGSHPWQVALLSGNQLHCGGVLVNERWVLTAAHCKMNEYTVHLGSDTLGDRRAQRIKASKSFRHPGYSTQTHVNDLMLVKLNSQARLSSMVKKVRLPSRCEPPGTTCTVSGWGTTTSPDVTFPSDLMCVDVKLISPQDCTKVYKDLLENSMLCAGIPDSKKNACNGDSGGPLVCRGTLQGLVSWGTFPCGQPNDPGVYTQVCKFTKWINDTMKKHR
# Starred values were filed as active, the others as inactive; i = inactive; . = not tested or not shown.
SMILES,ASAP1 inh,HGIII-sPLA2 inh,ADAM10 inh,ARFGAP1 inh,Tn6 DDE FP,rCAG binder,GAA850 FXN act,GC-B act,GC-A act,proKLK7 act
COc1ccc(-c2nc(CS(=O)CC(=O)NCCCN3CCOCC3)c(C)o2)cc1OC (configuration not stated),-8,6,4,7,2,2,0.4,2,0,0.3
COc1ccc(C)cc1S(=O)(=O)Nc1ccc2c(c1)OCCO2,4,-2,-5,-6,5,-3,-1.1,0,-3,0.1
O=C(NCC1CCNCC1)c1ccncc1,8,7,0,0,4,-2,0.9,4,-2,0.3
O=C(C1CCN(CC2CC=CCC2)CC1)N(CCc1ccccc1)Cc1ccccc1 (configuration not stated),7,-1,4,4,3,-1,-1.8,-5,-4,-0.2
Cc1ccc(S(=O)(=O)N2CCCCC2)cc1C(=O)N1CCN(c2ccccn2)CC1,-7,-1,-2,10,-12,-4,-0.9,4,-3,0.4
COC(=O)C1CN(C2CCCC2)CCS(=O)(=O)N1Cc1cn(Cc2ccc(OC)cc2)nn1 (configuration not stated),.,-1,2,.,2,-1,.,7,2,0.0
COc1ccc(C)cc1-n1nnnc1SCc1cc(=O)n2cc(C)ccc2n1,-8,-5,-20,10,-5,-4,-2.2,7,2,0.3
CCOC(=O)C1CCN(C(=O)COC(=O)c2oc3ccccc3c2C)CC1,-5,-1,3,3,-2,-4,1.7,1,-2,0.6
Cc1cc(N2CCN(c3nc4ccccc4s3)CC2)n2ncnc2n1,-10,1,0,-7,-2,-4,-1.2,-6,1,0.4
COC(=O)c1ccc(S(=O)(=O)NCc2cccc(OC)c2)n1C,-3,-1,2,-8,1,-1,-0.2,5,-1,0.0
O=C(COc1ccc2c(-c3ccccc3)cc(=O)oc2c1)NCC1CCC(C(=O)O)CC1 (configuration not stated),-8,5,-7,-5,10,7,-0.5,0,4,-0.3
CCn1c(SCC(=O)Nc2ccc(OC)c(S(=O)(=O)N3CCCCC3)c2)nnc1C1CC1,2,7,-6,14,10,-3,1.5,0,0,0.0
O=C(NCc1ccccc1)C1=C[C@@H](C2CCCCC2)C[C@@H](OCCCCO)O1,-3,-6,-1,0,1,3,1.1,-5,-2,-0.6
CCN(CC)C1=NC=CC(c2ccccc2)=CC1C (configuration not stated),-2,8,4,1,-9,-7,-0.9,-3,-4,0.3
CN(CCOC(=O)c1ccco1)Cc1ccccc1,9,7,-4,7,-3,-4,1.1,-1,-1,0.1
CN1CCN(c2ccc(Cl)cc2NC(=O)CN2C(=O)NC(C)(c3ccccc3)C2=O)CC1 (configuration not stated),-7,-22,7,-7,-6,-4,-0.7,-9,-4,0.7
O=C(CCc1ccccc1)NNC(=O)c1ccccc1Cl,-13,-2,-4,5,0,-2,2.4,-1,-2,-0.4
COn1c(-c2ccccc2)nc2c1CCc1c-2no[n+]1[O-],-6,1,3,-6,-4,4,-0.7,2,-1,0.2
CCC(=O)N1CCN(c2ccc(NC(=O)c3c(F)c(F)c(OC)c(F)c3F)cc2)CC1,11,1,7,5,-9,-2,-0.7,4,2,0.5
CCC(NC(=O)c1ccccc1NC(=O)c1ccco1)C(=O)O (configuration not stated),5,8,1,-12,-2,3,-0.4,-2,0,-0.1
CCC(C)C(NC(=O)c1ccccc1NC(=O)c1ccc(C)cc1)C(=O)O (configuration not stated),0,0,6,-10,-3,27,0.3,-7,4,0.4
CN1CCc2c(sc3nc(SCC(=O)N4CCOCC4)n(-c4ccc(Cl)cc4)c(=O)c23)C1,2,-1,-76,12,3,2,0.2,4,5,-3.5
COc1ccc(S(=O)(=O)NCc2ccc3c(c2)OCO3)cc1C,-2,-14,3,-6,2,-1,-0.3,0,3,0.2
CCN1CCN(C(=O)Nc2cccc(C(F)(F)F)c2)CC1,-1,-9,-3,-13,1,3,-1.4,1,-3,0.7
O=[N+]([O-])c1cccc(-c2cc(-c3cc(Br)ccc3O)[nH]n2)c1,25*,-8,16,21,-15,37*,2.5,-12,-6,-0.3
COC(=O)CNC(=O)C1CCCN1C(=O)CNC(=O)OCc1ccccc1 (configuration not stated),-1,7,6,-9,-5,-3,0.5,0,5,-0.1
CC1CN(C(=O)CSc2nnc(NC(=O)NC(C)(C)C)s2)CC(C)O1 (configuration not stated),5,-1,-5,-5,-5,-1,2.0,0,-2,0.5
COc1ccc(C(CNC(=O)c2cc3ccccc3o2)N2CCCC2)cc1 (configuration not stated),-5,6,3,20,-8,1,-0.1,-1,-13,0.0
COCCNC(=O)Cc1cn(C)c2ccccc12,7,0,-4,-8,-5,5,2.8,4,-6,-0.1
Cc1ccc(NC(=O)C2CCN(S(=O)(=O)c3ccc4c(c3)NC(=O)CO4)CC2)cc1,-8,-10,0,-12,4,1,1.4,2,0,-0.8

# Four of these compounds in another layout:
CCOC(=O)C1CCN(C(=O)COC(=O)c2oc3ccccc3c2C)CC1
  ASAP1 inh: -5
  HGIII-sPLA2 inh: -1
  ADAM10 inh: 3
  ARFGAP1 inh: 3
  Tn6 DDE FP: -2
  rCAG binder: -4
  GAA850 FXN act: 1.7
  GC-B act: 1
  GC-A act: -2
  proKLK7 act: 0.6

Cc1cc(N2CCN(c3nc4ccccc4s3)CC2)n2ncnc2n1
  ASAP1 inh: -10
  HGIII-sPLA2 inh: 1
  ADAM10 inh: 0
  ARFGAP1 inh: -7
  Tn6 DDE FP: -2
  rCAG binder: -4
  GAA850 FXN act: -1.2
  GC-B act: -6
  GC-A act: 1
  proKLK7 act: 0.4

COC(=O)c1ccc(S(=O)(=O)NCc2cccc(OC)c2)n1C
  ASAP1 inh: -3
  HGIII-sPLA2 inh: -1
  ADAM10 inh: 2
  ARFGAP1 inh: -8
  Tn6 DDE FP: 1
  rCAG binder: -1
  GAA850 FXN act: -0.2
  GC-B act: 5
  GC-A act: -1
  proKLK7 act: 0.0

O=C(COc1ccc2c(-c3ccccc3)cc(=O)oc2c1)NCC1CCC(C(=O)O)CC1 (configuration not stated)
  ASAP1 inh: -8
  HGIII-sPLA2 inh: 5
  ADAM10 inh: -7
  ARFGAP1 inh: -5
  Tn6 DDE FP: 10
  rCAG binder: 7
  GAA850 FXN act: -0.5
  GC-B act: 0
  GC-A act: 4
  proKLK7 act: -0.3

# Continued.
SMILES,ASAP1 inh,HGIII-sPLA2 inh,ADAM10 inh,ARFGAP1 inh,Tn6 DDE FP,rCAG binder,GAA850 FXN act,GC-B act,GC-A act,proKLK7 act
CCOc1ccccc1NC(=O)c1csc(C)c1C,-6,0,-4,-9,7,-2,0.9,-2,-1,0.4
CCCC#Cc1ccc(CC[C@H]2O[C@H]3CC[C@H](CO)O[C@H]3C[C@H]2NC(=O)CN2CCOCC2)cc1,.,-11,3,.,2,-2,.,0,5,0.0
CCC(C(=O)N/N=C/c1cccnc1)c1ccccc1 (configuration not stated),-2,-3,2,-10,4,-2,0.6,-3,2,0.5
COc1ccc(N2CCN(C3CCCN(Cc4cccc(C(C)=O)c4)C3)CC2)cc1 (configuration not stated),-7,1,3,-7,10,-8,-0.8,9,4,0.1
COc1ccc(CNC(=O)C2COc3ccccc3O2)cc1 (configuration not stated),5,2,8,-3,1,-2,1.6,-3,-1,-0.2
COc1cc(C2C3C(=O)N(Cc4ccccc4)C(=O)C3ON2c2ccccc2)cc(OC)c1OC (configuration not stated),4,-6,11,22,-4,0,-2.8,-14,-4,0.7
Cc1ccc(OCC(=O)c2cc(C)n(-c3cc(C)on3)c2C)c([N+](=O)[O-])n1,-3,0,-1,14,5,-1,-1.2,-4,-1,0.3
CN(Cc1ccccc1)C(=O)COC(=O)CNS(=O)(=O)c1ccc2ccccc2c1,15,-9,-3,12,-1,-5,2.3,-2,-2,0.4
COc1ccc(-c2nnc3ccc(SCC(=O)N4CCCC4)nn23)cc1,3,-6,-3,0,-4,1,-0.9,-1,2,-0.1
CCc1ccc(-c2cc3c(=O)n(CC(=O)NCCCN4CCN(CC)CC4)nc(C)n3n2)cc1,-5,2,-5,6,-4,-7,2.2,-3,3,0.0
COC(=O)C(C)Oc1cc(C)ccc1COc1ccc(-n2nc(C)n(C(F)F)c2=O)cc1 (configuration not stated),2,-15,10,12,-8,-2,0.1,4,-3,0.6
CCCOP(=O)(c1ccc(N(C)C)cc1)C(O)c1ccc(N(C)C)cc1 (configuration not stated),2,9,4,2,-2,-5,1.9,4,3,-0.8
COC(=O)[C@]12C[C@H](CC(=O)NCc3ccc(OC)c(OC)c3)C(=O)N(Cc3cccc4ccccc34)C1=C[C@H](C(C)C)O[C@@H]2C1CC1,.,-2,6,.,6,9,.,0,-2,-0.2
Cc1cccc(N2CCN(C(=O)CCn3c(=O)[nH]c4ccsc4c3=O)CC2C)c1 (configuration not stated),-1,1,-4,-9,-2,-2,-2.6,-3,-2,0.3
O=C(Nc1nc(-c2cccnc2)cs1)c1ccccc1Cl,0,-4,-5,1,0,0,0.9,-3,1,-0.2
CCOc1cc(C2C3=C(CCCC3=O)OC3=C2C(=O)CCC3)cc([N+](=O)[O-])c1O,-9,1,5,-6,-6,1,-0.2,1,0,0.0
Cc1cnn(CCC(=O)NNC(=S)Nc2ccccc2)c1,-10,13,10,4,2,0,-1.3,0,1,0.3
N/C(=N\OC(=O)c1ccccc1Br)c1cccc([N+](=O)[O-])c1,6,1,3,4,-2,0,5.2,-9,4,0.5
CN1CCN(Cc2c(O)ccc3occ(C(=O)c4ccccc4)c23)CC1,-20,-15,-1,6,0,-5,1.9,-3,-7,0.0
CC(NC(=O)C1CCC(=O)N1Cc1ccc(F)cc1)c1ccc2c(c1)OCCO2 (configuration not stated),-5,0,-9,-8,-4,0,-1.4,4,0,0.9
COc1ccc(/C=N\NC(=O)c2ccc(-c3ccccc3)cc2)c(OC)c1OC,7,1,-9,-13,-2,6,0.8,4,-2,-31
CCCn1cc(S(=O)(=O)c2ccc(F)cc2)c(=O)c2cc(OCC)ccc21,1,4,-44,-6,-6,-4,-0.5,-5,-7,-0.7
CC(=O)c1ccc(N2C(=O)CC(N3CCN(S(=O)(=O)c4cc(C)ccc4C)CC3)C2=O)cc1 (configuration not stated),6,-13,-3,-10,7,11,0.7,0,-3,0.2
Cc1cccc(C)c1OCc1nnc2c3cnn(C)c3ncn12,-2,3,0,12,-2,-2,2.3,-4,2,0.2
CCCc1cc(=O)oc2c3c(cc(OCC(=O)N[C@@H](C)C(=O)O)c12)OC(C)(C)CC3,12,1,i,-2,0,12,1.6,5,2,49*
O=C(CN1C(=O)NC2(CCCCC2)C1=O)Nc1cccc2ncccc12,-13,10,-15,14,2,0,-0.7,1,-1,-0.5
CCOC(=O)NC1(C(F)(F)F)C(=O)N(Cc2ccccc2)C2=C1C(=O)CC(C)(C)C2 (configuration not stated),-9,-3,1,10,-3,-8,-2.2,1,-3,-0.2
CCCC1=NN2C(=N)/C(=C\c3cc(C)n(-c4cc(C)cc(C)c4)c3C)C(=O)N=C2S1,-9,-19,-14,8,9,9,-3.7,2,0,0.7
COc1ccc(NC(=O)CCCCCn2nnc3ccccc3c2=O)cc1OC,5,1,0,12,-5,-4,0.4,0,1,0.0
CC(=O)N1CCN(Cc2nc(C(c3ccccc3)c3ccccc3)no2)CC1,7,-6,-1,6,1,-8,1.9,2,-1,-0.2
O=C(COc1cccc2c1CCN(Cc1ccc(Br)cc1)C2=O)NCc1ccco1,-7,-23,12,0,2,-2,2.5,1,3,0.8

# The order is random, and some 4.5% of all compounds hit somewhere here.
